Cardiac RTF inh – cardiac RTF calcium desensitization | IANBD-labeled cardiac RTF, Ca2+ fluorescence | inhibition, % at 7.15 µM | 340,000 tested, 0.12% active | AID 493244;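 active = inhibition above the mean inhibition of all tested compounds plus 3 SD, cut at about 17% in these data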;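 note: assay run at fixed EC70 calcium of 1.6 mM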
V-ATPase pHluor – alters yeast V-ATPase proton transport | S. cerevisiae, pHLuorin cytosolic pH fluorescence | response, % at 10 µM | 350,000 tested, 0.37% active; in the data active = response mostly above about 7.3%, no sharp cut-off; inactive = mostly below about 5.4%; note: actives read high; inactives centre near 0; some compounds called inactive have numbers as strong as hits; reference of the scale not given here
cardiac RTF act – cardiac RTF calcium sensitization | IANBD-labeled TnC RTF fluorescence at EC20 calcium; 0% EC20 calcium, 100% full calcium | activation, % at 7.2 µM | P19429+P45379 | 340,000 tested, 0.24% active | AID 493008;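 active = activation above the mean over all tested compounds plus 3 SD, cut at about 30% in these data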;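 note: rise in fluorescence read as greater calcium sensitivity of cardiac thin filaments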
HTR5A inv ag – inverse agonist of human HTR5A in OPRM1-OPRD1 counter-screen; P47898; HTR5A cell line, luminescence, inverse agonism; inhibition, % at 9.3 µM; 340,000 tested, 0.083% active; AID 504634; in the data active = inhibition mostly above about 23%, no sharp cut-off; inactive = mostly below about 18%;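 note: 0% = cells with DMSO and 100% = no-cell wells with DMSO; some compounds called inactive have numbers as strong as hits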
CAL PDZ FP – CAL PDZ (human) peptide binding inhibition | inhibition, % at 24.9 µM | 300,000 tested, 0.92% active | purified CAL PDZ, TMR-peptide fluorescence polarization, 1 h;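 active = mean inhibition of at least 30% with at least half of replicates also reaching 30%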;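 note: 0% = DMSO neutral control and 100% = excess unlabeled competitor peptide PRC23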
Keap1-Nrf2 PPI – disrupts human Keap1 binding to Nrf2 peptide; Q14145; Keap1 Kelch-Nrf2 peptide fluorescence polarization, 1536-well; AID 504523; 340,000 tested, 0.15% active; inhibition, % at 9.4 µM; in the data active = inhibition above about 12%;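 note: human Keap1 Kelch domain with fluorescein labeled Nrf2 9mer peptide probe; 0% = neutral control wells and 100% = peptide positive control; higher means more block of Keap1 binding to Nrf2 peptide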
HTR5A ag – HTR5A agonism, opioid heterodimer counter-screen. P47898. HTR5A agonist assay, luminescence, cell-based. activation, % at 9.3 µM. 340,000 tested, 0.61% active. AID 504692; in the data active = activation mostly above about 9.5%, no sharp cut-off; inactive = mostly below about 7.6%;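 note: 0% = cells with vehicle only and 100% = reference agonist; strong numbers were not always called active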
C-LANA FP – inhibitors of KSHV LANA C-terminal domain DNA binding. MBP-C-LANA/FAM-LBS DNA binding, fluorescence polarization. inhibition, % at 9 µM. 340,000 tested, 0.078% active. AID 504423;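 active = highest replicate inhibition at or above 60% at 9 µM, even if other replicates fall short; inactive = all replicates below 60% inhibition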;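 note: 0% = neutral control wells and 100% = 4 µM acridine orange control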
OPRM1-OPRD1 inv – inverse agonists of human mu-delta opioid receptor heterodimerization. P35372+P41143. cell-based MOR-DOR heterodimer luminescence, inverse agonism. inhibition, % at 9.3 µM. 340,000 tested, 0.21% active. AID 504357; in the data active = inhibition above about 22%, passing the limit was not always enough;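 note: 0% = cells with DMSO and 100% = wells without cells with DMSO; values of inactives mirror those of a sister screen read the other way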
Target sequence (P35372 whole entry, looked up): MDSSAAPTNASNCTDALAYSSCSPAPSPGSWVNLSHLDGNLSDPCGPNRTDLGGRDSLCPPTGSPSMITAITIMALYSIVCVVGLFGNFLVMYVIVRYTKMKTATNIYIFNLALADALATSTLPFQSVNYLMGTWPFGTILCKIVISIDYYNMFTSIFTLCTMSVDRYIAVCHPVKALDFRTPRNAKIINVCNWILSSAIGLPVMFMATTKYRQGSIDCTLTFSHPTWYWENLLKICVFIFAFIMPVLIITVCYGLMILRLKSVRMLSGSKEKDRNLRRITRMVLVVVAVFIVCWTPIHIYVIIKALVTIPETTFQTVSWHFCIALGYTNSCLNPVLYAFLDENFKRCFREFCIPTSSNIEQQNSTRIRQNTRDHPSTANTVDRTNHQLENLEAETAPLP
Target sequence (P41143 whole entry, looked up): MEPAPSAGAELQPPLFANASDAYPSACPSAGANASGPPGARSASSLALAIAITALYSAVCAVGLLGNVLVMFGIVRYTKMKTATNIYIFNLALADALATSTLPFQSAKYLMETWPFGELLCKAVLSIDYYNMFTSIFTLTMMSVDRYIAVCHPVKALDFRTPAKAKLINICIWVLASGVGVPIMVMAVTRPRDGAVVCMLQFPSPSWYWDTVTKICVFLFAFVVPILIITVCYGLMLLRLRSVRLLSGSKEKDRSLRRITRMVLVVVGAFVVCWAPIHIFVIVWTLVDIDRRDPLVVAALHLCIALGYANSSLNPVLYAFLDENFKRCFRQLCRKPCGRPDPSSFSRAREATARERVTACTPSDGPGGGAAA
OPRM1-OPRD1 ag – agonists of human mu-delta opioid receptor heterodimerization; activation, % at 9.3 µM; 340,000 tested, 0.3% active; P35372+P41143; AID 504326; cells, OPRM1-OPRD1 heterodimerization, luminescence; in the data active = activation above about 18%;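 note: 0% = vehicle-treated cells and 100% = reference agonist; values of inactives mirror those of a sister screen read the other way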
The depositor's hits bear a star; x = not tested or not shown.

SMILES	Cardiac RTF inh	V-ATPase pHluor	cardiac RTF act	HTR5A inv ag	CAL PDZ FP	Keap1-Nrf2 PPI	HTR5A ag	C-LANA FP	OPRM1-OPRD1 inv	OPRM1-OPRD1 ag
CSc1nc(-c2ccco2)nn1C(=O)c1ccccc1Cl	0	1	4	-8	0	-8	3	1.2	-6	1.1
COC(=O)c1sccc1NC(=O)c1ccoc1C	-13	0	1	14	-4	0	-6	-0.7	-18	3.0
O=C(Nc1ccccc1O)C(c1ccccc1)c1ccccc1	1	1	8	-17	-2	-3	4	1.8	-28	5.0
O=C(CC1Oc2ccccc2NC1=O)NC1CC1 (stereo not drawn)	-7	0	-8	8	17	-3	-3	0.1	5	-1.0
COc1ccc(CN2CCN(C(=O)c3ccco3)CC2)cc1	-1	0	-5	-7	3	-2	3	-1.8	-17	4.0
NC(=O)CSc1nc(C2CC2)nc2sc3c(c12)CCCC3	-8	-1	8	16	x	0	2	-0.9	10	-1.9
COc1ccc2c(CCNC(=O)c3ccc([N+](=O)[O-])cc3)c[nH]c2c1	-8	-2	0	-13	1	1	-4	0.4	7	-1.5
CCOc1cc(/C=N/NC(=O)CCn2nc(C)cc2C)ccc1O	-16	0	0	-1	-5	2	2	-3.0	6	-1.2
Cc1ccc(-c2nc(-c3ccc(Cl)cc3)sc2CC(=O)O)c(C)c1	1	-2	-6	-4	4	-3	2	0.2	12	-2.1
O=C(C1CC(=O)N(c2ccc(Cl)cc2)C1)N1CCCCCC1 (stereo not drawn)	-1	-3	-2	0	5	-4	0	-0.2	4	-0.6
CCn1c(=O)c2sccc2n(CC(=O)NC2CCCCC2)c1=O	-16	-3	7	-16	-3	-2	5	1.3	-2	0.3
Cc1csc(NC(=O)CSc2ccc3nnc(-c4ccncc4)n3n2)n1	5	7	-3	-5	4	-3	2	-0.2	-17	2.4
CC(C)C(=O)NC(=S)NCC(=O)c1ccccc1	3	1	9	3	-3	-3	6	1.7	15	-2.6
Cc1ccc(NC(=O)CC2SC(=O)N(c3ccccc3)C2=O)cc1 (stereo not drawn)	-10	-1	5	-23	-2	-2	4	2.2	13	-2.4
O=C(COc1coc(CN2CCc3ccccc32)cc1=O)N1CCCCC1	-13	-7	-13	-6	x	3	2	-2.0	-19	2.8
Cc1ccc(C)c(-c2cc(C(=O)Nc3cccc(C(=O)O)c3)c3ccccc3n2)c1	-10	8	7	9	5	2	-3	0.3	3	-0.6
Cc1ccc(-c2nnc(NC(=O)c3ccco3)s2)cc1	-11	-5	1	-28	-3	-2	4	-0.2	11	-1.8
O=S(=O)(c1ccc(Br)s1)N1CCN(c2ccccn2)CC1	-11	1	1	9	-2	-9	3	-1.3	-12	2.0
CCN(CC)/C(=N/O)NC(=O)NS(=O)(=O)c1ccc(C)cc1	-1	-2	-10	13	4	-6	4	0.2	13	-3.0
CCCOc1ccc(S(=O)(=O)n2cc(Br)c(=O)[nH]c2=O)cc1	-9	3	3	6	-1	-1	2	-0.1	4	-0.6

Gathered by group, those above containing an NH in an aromatic ring.
SMILES	Cardiac RTF inh	V-ATPase pHluor	cardiac RTF act	HTR5A inv ag	CAL PDZ FP	Keap1-Nrf2 PPI	HTR5A ag	C-LANA FP	OPRM1-OPRD1 inv	OPRM1-OPRD1 ag
COc1ccc2c(CCNC(=O)c3ccc([N+](=O)[O-])cc3)c[nH]c2c1	-8	-2	0	-13	1	1	-4	0.4	7	-1.5
CCCOc1ccc(S(=O)(=O)n2cc(Br)c(=O)[nH]c2=O)cc1	-9	3	3	6	-1	-1	2	-0.1	4	-0.6

Four entries drawn at random from the list so far:
SMILES	Cardiac RTF inh	V-ATPase pHluor	cardiac RTF act	HTR5A inv ag	CAL PDZ FP	Keap1-Nrf2 PPI	HTR5A ag	C-LANA FP	OPRM1-OPRD1 inv	OPRM1-OPRD1 ag
Cc1csc(NC(=O)CSc2ccc3nnc(-c4ccncc4)n3n2)n1	5	7	-3	-5	4	-3	2	-0.2	-17	2.4
CC(C)C(=O)NC(=S)NCC(=O)c1ccccc1	3	1	9	3	-3	-3	6	1.7	15	-2.6
O=C(Nc1ccccc1O)C(c1ccccc1)c1ccccc1	1	1	8	-17	-2	-3	4	1.8	-28	5.0
Cc1ccc(NC(=O)CC2SC(=O)N(c3ccccc3)C2=O)cc1 (stereo not drawn)	-10	-1	5	-23	-2	-2	4	2.2	13	-2.4

Additional records.
SMILES	Cardiac RTF inh	V-ATPase pHluor	cardiac RTF act	HTR5A inv ag	CAL PDZ FP	Keap1-Nrf2 PPI	HTR5A ag	C-LANA FP	OPRM1-OPRD1 inv	OPRM1-OPRD1 ag
Cc1ccccc1C(=O)N(C)c1ccccc1C(=O)NCc1ccccc1	-7	0	-1	-2	-7	2	1	1.1	21	-4.1
COc1ccc(CC(=O)NCC2CCCN(Cc3ccccc3OC)C2)cc1 (stereo not drawn)	1	-2	-5	6	x	-1	-1	1.7	3	-0.7
CCOc1ccc(C(=O)NCCCn2ccnc2)cc1	-12	3	0	-24	-6	3	-2	-1.4	2	-0.3
O=C(NCC1CCCN1S(=O)(=O)c1cccs1)c1c(F)cccc1F (stereo not drawn)	3	2	1	16	0	2	-6	-0.1	2	-0.4
Cc1ccc(NC(=O)COC(=O)CCc2ccccc2)cc1S(=O)(=O)N1CCOCC1	-1	0	-1	9	-6	-1	-2	0.8	13	-3.4
CCOC(=O)c1sc(NC(C)=O)nc1-c1ccccc1	-21	4	-1	8	-1	-1	-4	0.8	7	-1.2
CN(C)/C=N/c1nc2nccc(-c3ccc(F)cc3)n2n1	-5	1	-5	6	2	-6	-2	1.4	19	-3.8
COc1ccc(CC(=O)N2CC(C)CC(C)C2)cc1 (stereo not drawn)	3	-1	-5	-2	0	-2	7	-1.7	7	-1.2
CCn1cc(-c2ccccc2)c(C(=O)O)c1-c1ccc(OC)cc1	3	0	0	-22	-1	-4	-2	-1.3	15	-2.8
Cc1ccccc1-c1cc2nc(C)c(Cl)c(=O)n2[nH]1	4	0	2	10	-3	-3	-1	-1.9	12	-2.3
Cc1ccc(C(c2nnnn2C(C)(C)C)N2CCN(C3CCCC3)CC2)cc1 (stereo not drawn)	-10	-2	6	14	-2	5	-5	-0.5	-2	0.4
CCN(C[C@H]1N[C@@](CC)(C(=O)OC)[C@H]2C(=O)N(C)C(=O)[C@@H]12)C(=O)Nc1ccc(OC)cc1	-4	1	-5	10	-1	-2	-3	-0.6	11	-2.4
Cc1cc2cc3c(=O)[nH]c(=O)nc-3n(CC(O)C(O)C(O)CO)c2cc1C (stereo not drawn)	3	-34	-4	4	-2	1	-1	-1.4	13	-2.5
O=C(COC(=O)CNC(=O)c1ccco1)Nc1ncc(Cl)cc1Cl	-3	-2	0	-14	-2	-4	6	5.1	-7	1.8
Cc1cc(C)c(C(=O)CSc2nnc(N)s2)cc1C	-8	6	4	-19	-3	-5	6	-1.4	7	-1.3
O=C1CCCCc2sc(Br)c([N+](=O)[O-])c2N1	-12	8	0	10	-5	1	-2	0.5	9	-1.9
Cc1c(Cl)cccc1NC(=O)CCS(=O)(=O)c1cccc2nonc12	9	-2	-7	-15	-5	-2	5	-2.4	12	-1.9
CCOC(=O)CNNC(=O)Nc1ccc(Cl)c(Cl)c1	7	0	-2	10	-1	-4	-4	-1.5	16	-3.1
CC(C)CN(C(=O)CN1CCN(c2cccc(Cl)c2)CC1)c1c(N)n(CC(C)C)c(=O)[nH]c1=O	-5	0	10	9	1	-2	5	-2.6	5	-1.1
COC(=O)c1cc(=O)nc2sc3ccccc3n12	-3	-10	-1	23	-3	1	1	-1.6	2	-0.4

Quoted from the listing:
COc1ccc(CC(=O)N2CC(C)CC(C)C2)cc1 (stereo not drawn) @ HTR5A inv ag: -2
CCOC(=O)c1sc(NC(C)=O)nc1-c1ccccc1 @ OPRM1-OPRD1 ag: -1.2
Cc1ccccc1-c1cc2nc(C)c(Cl)c(=O)n2[nH]1 @ OPRM1-OPRD1 inv: 12

The list continues.
SMILES	Cardiac RTF inh	V-ATPase pHluor	cardiac RTF act	HTR5A inv ag	CAL PDZ FP	Keap1-Nrf2 PPI	HTR5A ag	C-LANA FP	OPRM1-OPRD1 inv	OPRM1-OPRD1 ag
CCCn1c(SCCN2CCOCC2)nc2c1c(=O)n(C)c(=O)n2C	-6	4	3	-15	-3	-6	5	0.5	8	-1.5
COc1ccc(S(=O)(=O)N2CCC[C@H]2C(=O)NCc2ccc(Cl)cc2)cc1	-12	4	3	29	71*	-3	2	-2.2	6	-1.2
CN(C)C(CNC(=O)c1cccc(S(=O)(=O)Nc2ccc(SC(F)F)cc2)c1)c1ccccc1 (stereo not drawn)	-8	-7	5	1	-5	0	-2	-1.5	-150	38*
CC(C)c1cc(C(F)(F)F)n2nc(C(=O)Nc3ccc(-n4cnnn4)cc3)cc2n1	-9	-5	2	-24	4	-4	4	0.2	5	-0.9
COc1ccc(-c2ccc3c(c2)C2CC3CCN2C(=O)C(C)(C)C)cc1 (stereo not drawn)	-1	-3	-7	-10	-1	-6	3	-0.8	-4	0.8
CCOc1ccc(NCc2nnc(SCc3ccc(Cl)cc3)n2-c2ccccc2)cc1	3	-2	-3	-11	-7	-2	3	-2.8	-25	4.3
CCC1CCCCN1C1Sc2ccc(C(=O)OC)cc2NC1=O (stereo not drawn)	-9	7	1	0	1	3	0	0.5	2	-0.3
Cc1cc2c(=O)n(C)c(SCC(=O)c3cc4ccccc4o3)nc2s1	2	3	4	12	-1	0	1	-0.3	6	-1.0
Cc1cc(C)n(C(C)CNS(=O)(=O)c2ccc(Cl)cc2)n1 (stereo not drawn)	-7	-3	1	7	-4	4	-3	0.0	16	-2.9
COc1cccc(-c2nn(-c3ccccc3)cc2C(=O)n2nnc3ccccc32)c1	-4	6	-2	16	3	-6	0	0.4	1	-0.1
CC(Oc1ccc(Br)cc1)C(=O)Nc1cc(Cl)ccc1N1CCN(C)CC1 (stereo not drawn)	-15	-5	0	8	-2	-2	-3	1.6	-25	3.6
CCOCCSc1nnc2nc(C)cc(C)n12	0	-1	1	-2	x	5	1	0.7	11	-2.6

An excerpt from above in order of their number in V-ATPase pHluor, lowest first:
SMILES	V-ATPase pHluor	CAL PDZ FP	Keap1-Nrf2 PPI	C-LANA FP	OPRM1-OPRD1 inv	OPRM1-OPRD1 ag
CN(C)C(CNC(=O)c1cccc(S(=O)(=O)Nc2ccc(SC(F)F)cc2)c1)c1ccccc1 (stereo not drawn)	-7	-5	0	-1.5	-150	38*
CC(C)c1cc(C(F)(F)F)n2nc(C(=O)Nc3ccc(-n4cnnn4)cc3)cc2n1	-5	4	-4	0.2	5	-0.9
CCOc1ccc(NCc2nnc(SCc3ccc(Cl)cc3)n2-c2ccccc2)cc1	-2	-7	-2	-2.8	-25	4.3

Screening results (PubChem)

This is a random part of the collection; 2.8% or so of the library scored in one or more.
